Screening results from PubChem.
Rtt109 HAT inh – inhibitors of C. albicans Rtt109/Vps75 HAT, primary screen, biochemical, ThioGlo CoA-SH fluorescence, plate reader | Histone acetyltransferase RTT109 (Candida albicans (strain SC5314 / ATCC MYA-2876)), … | purified Rtt109/Vps75, 4 h | inhibition, % at 34.9 µM | actives 0.16% (n = 330,000);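 active means inhibition of at least 50% in every replicate; inconclusive means best replicate reaches 50% inhibition but some replicates fall short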
MITF act – activators of MITF-driven TRPM1 promoter reporter, primary screen, cell-based, SK-MEL-5, luciferase, single point | SK-MEL-5 TRPM1-promoter luciferase, 24 h; % of positive control, neutral wells = 0 | activation, % at 12.5 µM | actives 0.75% (n = 300,000);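 active means mean activation of at least 80% with every replicate also reaching 80%; inconclusive means mean reaches 80% but some replicate falls short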;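 further: 0% = neutral control wells and 100% = parthenolide positive control wells; values of inactives mirror those of a sister screen read the other way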
cardiac RTF act – cardiac RTF calcium sensitivity activators, primary screen, biochemical, IANBD-TnC fluorescence, EC20 calcium; IANBD-labeled TnC RTF fluorescence at EC20 calcium; 0% EC20 calcium, 100% full calcium; actives 0.24% (n = 340,000); Troponin I, cardiac muscle (Homo sapiens) + Troponin T, cardiac muscle (Homo sapiens) + …; activation, % at 7.2 µM;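 active means activation above the mean over all tested compounds plus 3 SD, cut at about 30% in these data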;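 further: rise in fluorescence read as greater calcium sensitivity of cardiac thin filaments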
CAL PDZ FP-1 – untagged CAL PDZ binding inhibitors, primary screen, biochemical, fluorescence polarization, HTS; Golgi-associated PDZ and coiled-coil motif-containing protein (Homo sapiens), Q9HD26; inhibition, % at 24.9 µM; AID 602252, 2012; actives 0.92% (n = 300,000); purified CAL PDZ, TMR-peptide fluorescence polarization, 1 h;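 active means mean inhibition of at least 30% with at least half of replicates also reaching 30%; inconclusive means no clear call, values can overlap the other calls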;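 further: 0% = DMSO neutral control and 100% = excess unlabeled competitor peptide PRC23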
CAL PDZ FP-2 – CAL PDZ peptide-binding inhibitors, primary screen, biochemical, fluorescence polarization, Cer-tagged CAL PDZ, HTS | Golgi-associated PDZ and coiled-coil motif-containing protein (Homo sapiens), Q9HD26 | purified CAL PDZ, TMR-peptide fluorescence polarization, 1 h | inhibition, % at 20 µM | actives 0.02% (n = 330,000) | AID 504414, 2011;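 active means highest replicate inhibition of at least 40%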;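 further: plate controls were DMSO neutral control wells for no effect and unlabeled competitor peptide control wells for full effect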
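Control set: unlabelled peptide and DMSO controls / Material: purified CerCALP PDZ construct / Timing: 1 h incubation at room temperature before polarization reading / Doses: 20 µM, one dose / Detection: fluorescence polarization (mP)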
Tat export inh – E. coli Tat export inhibitors, primary screen, MC4100, TorA-mCherry reporter, fluorescence, single point; inhibition, % at 10 µM; actives 0.036% (n = 340,000);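 active means mean replicate inhibition at least 50% and at least half of replicates individually reaching 50%; inconclusive means only one of the two criteria met; inactive means neither criterion met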;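 further: exported cargo escapes ClpAP degradation while cytoplasmic cargo is degraded and loses fluorescence; 0% = median of neutral control wells and 100% = median of NaSCN control wells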
Wnt bcat act – Wnt/beta-catenin pathway activators, primary screen, cell-based, plate reader, single point. Wnt/beta-catenin reporter cell assay, activator. activation, % at 9.35 µM. actives 1.2% (n = 300,000); in the data active means activation above about 30%, passing the limit was not always enough; inconclusive means no clear call, values can overlap the other calls;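 further: 0% = neutral control wells and 100% = positive control wells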
CDK5 inh – inhibitors of human CDK5/p35 kinase, primary screen, biochemical, single concentration; Cyclin-dependent kinase 5 (Homo sapiens) + Cyclin-dependent kinase 5 activator 1 (Homo …; Recombinant CDK5/p35, ADP-Glo luminescence, 60 min; inhibition, % at 10 µM; actives 0.01% (n = 330,000); AID 488839, 2010;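 active means highest replicate inhibition of at least 50% and at least 75% of replicates reaching 50%; inconclusive means only one of the two criteria met; inactive means both criteria failed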;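 further: plate controls were DMSO neutral control for no effect and GW8510 at 10 µM for full effect; many of its hits are not listed in these tables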
Target sequence (Q00535 whole entry, looked up): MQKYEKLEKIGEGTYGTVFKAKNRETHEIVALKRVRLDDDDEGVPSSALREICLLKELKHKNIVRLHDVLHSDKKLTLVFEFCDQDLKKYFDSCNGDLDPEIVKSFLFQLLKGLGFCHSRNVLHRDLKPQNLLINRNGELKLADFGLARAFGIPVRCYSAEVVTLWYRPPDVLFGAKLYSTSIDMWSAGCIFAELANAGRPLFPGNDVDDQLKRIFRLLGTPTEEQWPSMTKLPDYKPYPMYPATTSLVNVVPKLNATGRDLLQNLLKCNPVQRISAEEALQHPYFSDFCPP
Target sequence (Q15078 whole entry, looked up): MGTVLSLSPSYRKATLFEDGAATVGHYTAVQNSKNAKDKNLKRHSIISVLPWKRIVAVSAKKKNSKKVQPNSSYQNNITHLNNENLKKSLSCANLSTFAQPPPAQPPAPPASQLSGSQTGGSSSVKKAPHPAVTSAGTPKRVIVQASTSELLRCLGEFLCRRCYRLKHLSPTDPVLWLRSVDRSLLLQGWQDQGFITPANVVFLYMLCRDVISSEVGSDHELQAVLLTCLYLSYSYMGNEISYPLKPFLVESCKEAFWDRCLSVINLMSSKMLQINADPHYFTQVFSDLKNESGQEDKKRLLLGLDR
V-ATPase pHluor – regulators of yeast V-ATPase proton pumping, primary screen, pHLuorin cytosolic pH fluorescence | S. cerevisiae | response, % at 10 µM | actives 0.37% (n = 350,000) | AID 504577, 2011; in the data active means response mostly above about 7.3%, no sharp cut-off; inactive means mostly below about 5.4%; further: actives read high; inactives centre near 0; some compounds called inactive have numbers as strong as hits
dFosB activator – activators of delta FosB homodimer, primary screen, biochemical, fluorescence polarization, TAMRA-CDK5 oligo, single point | Protein FosB (Mus musculus), P13346 | purified delta FosB; percent of positive-control signal above neutral wells | activation, % at 25 µM | actives 0.99% (n = 340,000) | AID 493131, 2011;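 active means mean activation above about 17%, with every replicate also reaching it, limit read from the data, passing the limit was not always enough; inconclusive means only one of the two conditions met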;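 further: fluorescence polarization rise as delta FosB binds a TAMRA Cdk5 AP-1 oligo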
Target sequence (P13346 whole entry, looked up): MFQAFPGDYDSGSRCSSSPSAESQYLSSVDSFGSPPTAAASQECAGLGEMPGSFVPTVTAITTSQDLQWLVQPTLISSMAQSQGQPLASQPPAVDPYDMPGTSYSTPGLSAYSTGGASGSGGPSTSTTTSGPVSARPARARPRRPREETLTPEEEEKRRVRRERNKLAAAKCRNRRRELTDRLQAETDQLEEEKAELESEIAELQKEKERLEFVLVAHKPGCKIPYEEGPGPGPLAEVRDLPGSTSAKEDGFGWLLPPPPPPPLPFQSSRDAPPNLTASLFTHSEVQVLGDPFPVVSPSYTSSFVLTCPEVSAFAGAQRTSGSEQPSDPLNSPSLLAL
Numbers without * were called inactive; ? = inconclusive; . = no result given.

SMILES	Rtt109 HAT inh	MITF act	cardiac RTF act	CAL PDZ FP-1	CAL PDZ FP-2	Tat export inh	Wnt bcat act	CDK5 inh	V-ATPase pHluor	dFosB activator
C[C@H](NC(=O)c1nc[nH]c1C(=O)NCCCCCNC(=O)OC(C)(C)C)C(=O)OC(C)(C)C	0	-17	9	-1	0.2	10	-7	0.7	-1	-13
CCN(CC)c1ccc2c(Cl)c(Br)c(=O)oc2c1	-7	.	18	.	-0.5	5	.	2.3	-62	1
CC(C)=CC(=O)N1CCC(N2CCC(C(=O)N3CCOCC3)CC2)CC1	-4	-9	5	3	-0.4	-7	1	-0.3	1	-4
CCn1c(SCC(=O)Nc2sc3c(c2C(N)=O)CCC(C)C3)nnc1-c1ccco1 (stereo unspecified)	3	0	4	1	-1.5	4	.	5.5	2	7
Cc1ccnc(OC(C(=O)O)C(OCCc2ccccc2)(c2ccccc2)c2ccccc2)n1 (stereo unspecified)	8	.	-2	-7	-3.0	0	0	-0.4	1	-13
COc1ccccc1N1CCN(C2CCCN(C(=O)CCC(=O)N(C)C)C2)CC1 (stereo unspecified)	8	.	1	3	0.1	9	2	0.4	2	3
COc1ccccc1NC(=O)N(O)C1(C#N)CCCCC1	5	3	0	-4	-0.2	-1	0	0.6	-1	-6
O=C(N/N=C/c1ccccc1O)c1ccc2c(c1)OCO2	-1	2	-3	-5	.	0	17	0.7	-3	-2
COc1cccc(NC(=O)Nc2nc(SC)ns2)c1	3	?	0	-1	-0.8	6	16	1.9	0	-1
NC(=O)c1cccc([N+](=O)[O-])c1	-18	5	-2	-6	0.3	-4	0	0.8	-1	3
COc1ccc(N2C(=O)C3CCCN3C2c2ccccc2F)cc1 (stereo unspecified)	-4	.	3	.	0.5	5	-2	-0.9	-1	-9
S=C(/N=c1/sccn1Cc1ccccc1)NC1CC1	-2	6	-2	-1	-1.7	-9	7	1.3	-4	4
CC(=O)c1c(C)nc2ccc(Br)cc2c1C(=O)O	-13	-2	-3	.	0.3	-3	1	0.1	1	-11
O=C(CN1CCN(c2ccccc2)CC1)Nc1nnc(-c2ccccc2)s1	5	11	5	-3	-0.2	4	-7	-0.9	-1	-3
O=C(Nc1cccc(F)c1)c1ccc(Br)o1	-7	57	-7	-3	0.7	-16	10	0.2	-1	-8
Cc1ccc(S(=O)(=O)NCCN2CCN(S(=O)(=O)c3ccccc3Cl)CC2)cc1	4	10	-7	-3	-0.9	2	0	0.6	-2	-3
O=C(Nc1ccc2oc(-c3ccncc3)nc2c1)c1ccc(F)cc1	6	-5	10	-2	-1.6	10	3	-0.6	2	36*
CCCCN(CC)S(=O)(=O)c1ccc(C(=O)Nc2nnc(-c3ccccc3Cl)o2)cc1	-4	-5	-1	-3	-2.3	0	.	-0.4	1	-6
CC(=O)c1ccc2c(c1)C1C=CCC1C(c1ccc(S(=O)(=O)N3CCOCC3)cc1)N2 (stereo unspecified)	-3	3	2	-1	-1.8	0	-11	0.3	0	-13
CC(C)Oc1ccc(CNC(=S)N/N=C/c2cccnc2)cc1	5	2	-5	0	-0.5	-16	.	0.2	0	3
COc1ccc(-n2c(C)c3c(OC)cccc(=O)c3c2C)cc1	15	-3	-16	-2	-2.3	2	.	-0.8	0	-11
COCC(=O)NC1CCCCCC1	2	-3	-3	-3	0.0	3	4	0.9	0	1
O=C(O)c1cc(NN=Nc2cccc(S(=O)(=O)O)c2)cc([N+](=O)[O-])c1	-1	-5	-4	-3	-1.8	14	0	-0.3	8	8
O=C(O)c1cccc(NC(=S)NC(=O)c2ccc3ccccc3c2)c1	2	-38	5	-3	-2.6	-7	16	4.3	-5	-7
Nc1nc(-c2ccco2)nn1C(=O)c1ccc(Cl)cc1	7	-7	8	-1	-0.6	3	.	-1.7	-3	-3

An excerpt from above, limited to CAL PDZ FP-1 and CDK5 inh:
canonical_smiles,CAL PDZ FP-1,CDK5 inh
CCN(CC)c1ccc2c(Cl)c(Br)c(=O)oc2c1,.,2.3
CC(C)=CC(=O)N1CCC(N2CCC(C(=O)N3CCOCC3)CC2)CC1,3,-0.3
CCn1c(SCC(=O)Nc2sc3c(c2C(N)=O)CCC(C)C3)nnc1-c1ccco1 (stereo unspecified),1,5.5
Cc1ccnc(OC(C(=O)O)C(OCCc2ccccc2)(c2ccccc2)c2ccccc2)n1 (stereo unspecified),-7,-0.4
COc1ccccc1N1CCN(C2CCCN(C(=O)CCC(=O)N(C)C)C2)CC1 (stereo unspecified),3,0.4

Continuation:
SMILES	Rtt109 HAT inh	MITF act	cardiac RTF act	CAL PDZ FP-1	CAL PDZ FP-2	Tat export inh	Wnt bcat act	CDK5 inh	V-ATPase pHluor	dFosB activator
OCCC1CN(Cc2ccon2)CCN1CCc1ccccc1 (stereo unspecified)	14	-9	-4	-1	-2.0	-6	-3	0.3	-1	-2
CC(C)(C)c1[nH]nc2c1C(c1ccc(OC(=O)c3ccco3)cc1)C(C#N)=C(N)O2 (stereo unspecified)	-4	-13	1	0	-0.8	-2	.	0.0	2	-2
Cc1cc(C)cc(NCc2cc(=O)oc3cc(-c4ccccc4)c(O)cc23)c1	0	-18	6	-3	-0.5	-4	.	1.5	2	-6
CCOC(=O)N1CCN(C(=O)c2cc(OCC)c(OCC)c(OCC)c2)CC1	5	1	11	-4	-2.6	-10	-2	6.2	3	-3
Cc1ccc(C(=O)n2nc(-n3cccc3)c3c(C)cc(C)nc32)cc1	3	-15	3	.	-1.3	1	-1	-1.9	2	-16
Cc1cc(C)c(S(=O)(=O)n2cnc3ccccc32)c(C)c1	-2	3	4	-5	-2.7	-2	0	1.3	-9	-5
CC(=O)c1ccc(NC(=O)C(C)OC(=O)c2ccc(Br)o2)cc1 (stereo unspecified)	0	.	1	-7	-1.3	17	4	-12	0	-1
Cc1cc(C(F)F)n2nc(C(=O)Nc3c(F)cc(F)cc3Br)nc2n1	5	2	-2	-3	-0.5	?	-1	-1.6	2	-8
CCCn1nc(C(=O)NC2CCCC2)c2ccccc2c1=O	-11	-9	2	-2	-0.3	10	-3	-10	3	-2
Cc1cc2ccccc2c(=O)n1CC(=O)NCC1COc2ccccc2O1 (stereo unspecified)	-5	-3	-1	1	.	-10	-1	-0.4	-2	0
O=C(NNC(=O)c1ccccc1Br)c1ccccc1Cl	-1	4	3	.	-0.8	3	1	1.3	1	-5
CCCCC(=O)Nc1cc(C)c2c(=O)oc3ccccc3c2n1	2	-8	4	.	0.2	2	.	-1.3	14	-22
COCc1ccc(C(=O)N(C)CC2CCCN(CCc3ccc(OC)cc3)C2)o1 (stereo unspecified)	-4	63	0	.	-1.1	-7	17	0.2	1	-7
CCC1=NC(c2ccc(OC)c(OC)c2)N(O)C1(C)C (stereo unspecified)	-15	-2	-1	-2	-2.5	1	0	-1.1	0	-6
CCOC(=O)c1c(NC(N)=O)nc2n1CCC2	15	-11	-5	-2	-1.8	7	-6	0.2	2	-5
O=C(NCC(c1ccco1)N1CCOCC1)c1ccc([N+](=O)[O-])cc1 (stereo unspecified)	-11	2	-1	3	0.6	0	1	1.9	10	-12
Cc1[nH]n(-c2ccccc2)c(=O)c1CCOC(=O)c1ccc(C(F)(F)F)cc1	-1	-3	0	-2	-2.4	3	-4	-1.0	0	-11
CC(CC1C(C#N)=C(N)OC2=C1C(=O)CCC2)c1ccccc1 (stereo unspecified)	6	.	7	.	-1.8	3	.	0.8	2	-1
COc1ccc(/C=C/C(=O)NCC(=O)N/N=C(/C)c2ccc(Cl)cc2)cc1	10	-6	-6	2	-3.3	-6	1	2.0	3	4
CC(C)c1ccc(/C=N/NC(=O)c2nnn(-c3nonc3N)c2CN2CCOCC2)cc1	2	-6	1	-2	-2.4	7	-2	0.8	1	-11
O=C(C1CCN(S(=O)(=O)c2ccccc2)CC1)N1CCN(c2ccccc2)CC1	5	7	-2	0	0.1	-7	2	-0.9	-2	-2
COc1ccc(OC)c(NC(=O)c2cc(-c3ccc(C)cc3O)n[nH]2)c1	2	23	-4	5	-0.4	3	.	0.7	1	2
CCC(Sc1ncnc2sc(C)c(C)c12)C(=O)OC (stereo unspecified)	0	-2	5	0	-2.4	5	-5	-1.3	-1	-6
O=C(NNS(=O)(=O)c1ccc(Br)cc1)c1csnn1	5	-11	-1	-5	0.2	-3	-1	-0.8	4	-3
COc1cc(CNCc2ccccc2Cl)ccc1OCC(=O)NC1CCCCC1	2	-10	-1	-2	-2.7	4	0	-0.1	1	-9
O=C1CN(c2ccc(F)cc2)C(=S)N1c1ccccc1	8	4	-3	-3	-0.4	-7	1	-0.7	11	2
CN(Cc1c(F)cccc1Cl)C(=O)CCc1c[nH]c2ccccc12	5	0	-3	-3	0.4	3	-2	-2.1	0	-13
CCCC(=O)Nc1cccc(NC(=O)c2ccc3c(c2)OCO3)c1	7	7	-2	-5	0.0	5	.	-0.3	2	-13

Arranged by value in V-ATPase pHluor (highest first): 3 of the compounds above.
SMILES	Rtt109 HAT inh	MITF act	cardiac RTF act	CAL PDZ FP-1	CAL PDZ FP-2	Tat export inh	Wnt bcat act	CDK5 inh	V-ATPase pHluor	dFosB activator
Cc1cc(C)cc(NCc2cc(=O)oc3cc(-c4ccccc4)c(O)cc23)c1	0	-18	6	-3	-0.5	-4	.	1.5	2	-6
COc1cc(CNCc2ccccc2Cl)ccc1OCC(=O)NC1CCCCC1	2	-10	-1	-2	-2.7	4	0	-0.1	1	-9
Cc1cc(C)c(S(=O)(=O)n2cnc3ccccc32)c(C)c1	-2	3	4	-5	-2.7	-2	0	1.3	-9	-5

As a short view, 4 of the compounds above.
SMILES	Rtt109 HAT inh	MITF act	cardiac RTF act	CAL PDZ FP-1	CAL PDZ FP-2	Tat export inh	Wnt bcat act	CDK5 inh	V-ATPase pHluor	dFosB activator
OCCC1CN(Cc2ccon2)CCN1CCc1ccccc1 (stereo unspecified)	14	-9	-4	-1	-2.0	-6	-3	0.3	-1	-2
CC(C)(C)c1[nH]nc2c1C(c1ccc(OC(=O)c3ccco3)cc1)C(C#N)=C(N)O2 (stereo unspecified)	-4	-13	1	0	-0.8	-2	.	0.0	2	-2
Cc1cc(C)cc(NCc2cc(=O)oc3cc(-c4ccccc4)c(O)cc23)c1	0	-18	6	-3	-0.5	-4	.	1.5	2	-6
CCOC(=O)N1CCN(C(=O)c2cc(OCC)c(OCC)c(OCC)c2)CC1	5	1	11	-4	-2.6	-10	-2	6.2	3	-3
